Source: PubChem BioAssay (National Center for Advancing Translational Sciences (NCATS))
B2AR arrestin: qHTS assay of beta-arrestin-biased ligands of beta2-adrenergic receptor. Potency, µM (doses to about 46.1 µM), for the others: at the top dose activation, usual class: activators. Beta-2 adrenergic receptor (Homo sapiens), P07550. 0.02% of 330,000 active. AID 492947, 2010. beta-arrestin recruitment to beta2AR, cell-based reporter;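 also: potency is read from the fitted curve at half-maximal effect; 0% = DMSO controls and full agonism = EC100 isoproterenol or metaproterenol; nearly all actives have a fitted effect of over 65% in size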
a7 integrin act: qHTS for Activators of Integrin-Mediated Alleviation for Muscular Dystrophy; alpha7betagal myoblasts, beta-gal FDG fluorescence, 48 h; Potency, µM (titrated, usually from 38.3 µM), inactives show at the highest dose activation, hits mostly activators; 0.064% of 350,000 active; AID 624291, 2012;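 also: potency is read from the fitted curve at half-maximal effect; 100% = response of the positive control SU9516; nearly all actives have a fitted effect of over 60% in size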
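Alpha7betagal+/- myoblasts (passage 13) were plated 16-24 hr, then exposed to compounds (1:260 dilution of DMSO stock) for 48 hours at 37C. After MPER lysis, β-galactosidase reporter activity was read as FDG fluorescence (ex 480/em 540) after 30 minutes.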
BRCA1 expr act: qHTS Assay to Identify Small Molecule Activators of BRCA1 Expression; MCF7-BRCA1-FFLuc reporter, luminescence, 48 h; response scale: scaled: vehicle 0%, 10 µM genistein 100%; Potency, µM (top dose mostly 46.1 µM), for inactives: at the top dose activation, hits mostly activators; 1.1% of 380,000 active; AID 624202, 2012; also: potency is read from the fitted curve at half-maximal effect; nearly all actives have a fitted effect of over 80% in size; some results filed as inactive show a strong effect at the top dose
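MCF7-BRCA1-FFLuc cells, 2000/well in phenol-red-free MEM, attached 2 h then treated 48 h at 37 C. Luciferase luminescence read 15 min after reagent; normalized to genistein maximum activation (10microM) and DMSO, concentration-response fitted.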
uPA surface inh: qHTS for Inhibitors of Cell Surface uPA Generation; cell surface uPA generation assay, qHTS; Potency, µM (highest dose often 38.3 µM), for the others: at the top dose activity change, negative = inhibition, usual class: inhibitors; 0.31% of 330,000 active; active = well fitted inhibition curve with a large enough effect; inconclusive = small, poorly fitted or top-dose-only effect; inactive = no such curve, though single readings can be large or run the other way; tested in mouse RAW 264.7 cells; also: potency is read from the fitted curve at half-maximal effect; % is scaled to controls: 0 for no effect and ±100 for the full control effect; nearly all actives have a fitted effect of over 55% in size
S-ASM inh: Inhibitors of Secretory Acid Sphingomyelinase (S-ASM): qHTS | Sphingomyelin phosphodiesterase (Homo sapiens), P17405 | AID 504937, 2011 | placental ASM, HMU-PC fluorogenic substrate, 60 min | 0.006% of 340,000 active | Potency, µM (doses to about 57.5 µM), for the others: at the highest dose activity change, negative = inhibition, usual class: inhibitors; also: potency is read from the fitted curve at half-maximal effect
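Human placenta-derived ASM enzyme was preincubated with compound for 10 minutes at room temperature, then given fluorogenic substrate HMU-PC0 (9 uM final) for 60 minutes at 37 °C; a pH 10 stop preceded fluorescence reading at Ex 386/Em 447 nm.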
Eya2 inh: qHTS Assay for Inhibitors of the Phosphatase Activity of Eya2. recombinant Eya2, OMFP fluorescence dephosphorylation (OMFP is methylfluorescein phosphate). Potency, µM (series often up to 76.9 µM), for inactives: at the highest dose activity, negative = inhibition, usual class: inhibitors. 0.006% of 330,000 active; also: potency is read from the fitted curve at half-maximal effect; % is scaled to controls: 0 for no effect and ±100 for the full control effect
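Eya2 protein (added as 0.2 uM solution) was preincubated with compound for 10 min at ambient temperature in 50 mM HEPES pH 7.5, 50 mM NaCl, 5 uM MgCl2, 0.05% BSA, 1 mM DTT. OMFP (added at 50 uM) then reacted 10 min; fluorescence read at 485/525 nm.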
USP2a block: qHTS Assay for Inhibitors of Ubiquitin-specific Protease USP2a Using CHOP2 as the Reporter; USP2 core, Ub-CHOP2 coupled fluorogenic reporter, 485/531; Potency, µM (doses to about 38.3 µM), inactives show at the top dose activity change, negative = inhibition, most hits filed as inhibitors; 0.01% of 330,000 active;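 also: potency is read from the fitted curve at half-maximal effect; plate controls were DMSO wells for no effect and full inhibition by NEM control for full effect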
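Cell-free coupled assay: 10nM USP2 core preincubated 30min RT with compound in Tris-HCl pH 8.0/CaCl2/CHAPS buffer, then 25nM Ub-CHOP2 and 25nM reporter substrate; fluorescence (Ex 485/Em 531) read after 60min RT, normalized to NEM inhibition, concentration-response curves fitted.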
PTAP TSG101 blk: qHTS Assay for Iinhibitors of HIV-1 Budding by Blocking the Interaction of PTAP/TSG101; Potency, µM (highest dose often 115 µM), for inactives: top-dose activity change, negative = inhibition, usual class: inhibitors; Fluorescence polarization, FITC-PTAP peptide / Tsg101 binding; 340,000 tested, under 10 active; Tumor susceptibility gene 101 protein (Homo sapiens), Q99816; AID 493005, 2010; active = well fitted inhibition curve with a large enough effect in the main read-out, with a control signal flat, not every such curve was filed as active; inconclusive = small, poorly fitted or top-dose-only effect, or effect the other way, or a change in a side signal; inactive = no such curve, though single readings can be large or run the other way; also: potency is read from the fitted curve at half-maximal effect; % of control where 0% means no effect
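Fluorescence anisotropy tracks displacement of a FITC-tagged PTAP peptide (50 nM) from the Tsg101 binding domain (10 uM), following a 20 min room-temperature incubation at pH 7.5.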
ELG1 genotox: qHTS screen for small molecules that induce genotoxicity in human embryonic kidney (HEK293T) cells expressing luciferase-tagged ELG1; AID 504466, 2011; 1.3% of 330,000 active; HEK293T ELG1-luciferase reporter, luminescence, 16 h; Potency, µM (series often up to 46 µM), without a hit: top-dose activity change, positive = activation, usual class: activators; also: potency is read from the fitted curve at half-maximal effect; % of control where 0% means no effect; nearly all actives have a fitted effect of over 60% in size
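Quantitative HTS format in 1536-well plates. HEK293T ELG1-luciferase reporter cells receive test compound and are incubated 16 hr at 37 °C, 5% CO2; ONE-Glo added, 30 min room temperature, then luminescence read.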
TRPV1 ag: HTS Assay for Compounds that Act as Agonists of the Vanilloid Receptor 1. TRPV1-expressing cells, Fluo-8 calcium influx, agonist mode. activation, % at 8.33 µM. 0.19% of 320,000 active. AID 540275, 2011; in the data active = activation above about 80%; inconclusive = between about 30% and that limit; also: 0% is about no effect
Target sequence (Q8NER1 whole entry, looked up): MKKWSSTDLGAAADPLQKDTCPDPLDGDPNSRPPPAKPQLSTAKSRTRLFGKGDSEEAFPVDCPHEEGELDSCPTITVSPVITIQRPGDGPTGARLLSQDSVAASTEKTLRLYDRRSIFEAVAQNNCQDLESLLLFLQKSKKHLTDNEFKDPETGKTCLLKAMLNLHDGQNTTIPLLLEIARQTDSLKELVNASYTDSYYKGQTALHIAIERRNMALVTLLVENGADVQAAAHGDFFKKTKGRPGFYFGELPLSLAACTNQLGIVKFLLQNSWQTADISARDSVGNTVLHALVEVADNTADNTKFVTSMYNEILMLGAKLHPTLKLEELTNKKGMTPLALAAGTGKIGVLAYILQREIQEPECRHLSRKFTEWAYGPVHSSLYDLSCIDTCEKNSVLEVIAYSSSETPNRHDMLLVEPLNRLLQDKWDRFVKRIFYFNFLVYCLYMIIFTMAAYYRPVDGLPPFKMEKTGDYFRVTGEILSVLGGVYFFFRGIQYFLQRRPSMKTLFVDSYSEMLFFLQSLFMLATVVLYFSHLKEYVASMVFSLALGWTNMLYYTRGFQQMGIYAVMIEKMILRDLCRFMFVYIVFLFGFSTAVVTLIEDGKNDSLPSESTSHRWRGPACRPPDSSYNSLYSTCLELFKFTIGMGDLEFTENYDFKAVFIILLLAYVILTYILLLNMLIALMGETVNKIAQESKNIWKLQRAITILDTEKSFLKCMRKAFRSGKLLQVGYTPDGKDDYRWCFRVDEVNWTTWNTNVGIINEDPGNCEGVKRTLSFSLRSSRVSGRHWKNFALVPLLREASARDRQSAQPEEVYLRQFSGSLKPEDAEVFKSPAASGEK
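Fluo-8 calcium influx in TRPV1-expressing cells, kinetic read (ex 480/em 520 nm). Compound added and read 3 min for agonist activity, followed by capsaicin at EC20 final and 2 min further read for enhancement.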
p53 reactivator: qHTS assay for re-activators of p53 using a Luc reporter; 0.063% of 320,000 active; Potency, µM (highest dose often 92.2 µM), inactives show at the highest dose activity change, positive = activation, most hits filed as activators; H1299 p53-A138V BP100-luciferase reporter, luminescence, 24 h; AID 504706, 2011; also: potency is read from the fitted curve at half-maximal effect; % of control where 0% means no effect; nearly all actives have a fitted effect of over 45% in size
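H1299 (p53-null), stable ts p53-A138V + BP100-Luc; 1000 cells/well, Opti-MEM/10% FBS; cpd 4 pt, 1:5; 24 h, 37 deg C, 5% CO2; detection reagent 10 min RT; luminescence.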
Numbers without * were called inactive; u = inconclusive; x = not tested or not shown; [ ] = another dose, or the depositor's remark. Unless noted, calls follow the shape of the dose curve; as a rule, active = well fitted curve in the direction sought with a large enough effect; inconclusive = small, poorly fitted or top-dose-only effect, or another doubt; inactive = no such curve, though single readings can be large; an effect the other way counts as inactive or inconclusive. Rows were taken by chance; 2.6% or so of the library scored in one or more.

SMILES	B2AR arrestin	a7 integrin act	BRCA1 expr act	uPA surface inh	S-ASM inh	Eya2 inh	USP2a block	PTAP TSG101 blk	ELG1 genotox	TRPV1 ag	p53 reactivator
CS(=O)c1ccccc1-c1nc(-c2cccc(Cl)c2)no1 (stereo not drawn)	-0.5%	30%	72%	-5%	-3%	3%	3%	-5%	1%	1	-2%
Cc1cc(S(=O)(=O)N2CCN(Cc3ccc4c(c3)OCO4)CC2)cc(C)c1N1CCCC1=O	-0.8%	9%	0%	1%	-1%	5%	4%	-1%	6%	11	5%
COc1ccc(-c2noc(CCC(=O)N3CCN(c4ccccc4Cl)CC3)n2)cc1	0.2%	-8%	10%	9%	-14%	-5%	0%	-1%	2%	x	8%
C=CCn1cccc(/C=C/C(=O)c2ccc(C(C)(C)C)cc2)c1=S	-0.5%	-57%[inhibitor]	-69%	-11%	x	-7%	3%	-3%	-19%	-1	-19%
CC(C)COc1cccc(C(=O)N2CCN(C(=O)c3ccco3)CC2)c1	0.0%	23%	-16%	-1%	-1%	5%	5%	-2%	0%	1	7%
O=C(NCC1CCOCC1)C1CCC(=O)N(Cc2cccc(C(F)(F)F)c2)C1 (stereo not drawn)	-0.7%	-28%	-5%	-6%	3%	3%	1%	-4%	-2%	-1	2%
CN(C)c1ccc(CNS(=O)(=O)c2ccc3c(c2)NC(=O)CS3)cc1	-0.2%	-11%	-11%	1%	1%	0%	0%	0%	-2%	10	1%
O=S(=O)(O)c1cnccc1Nc1cccc(C(F)(F)F)c1	x	23%	-10%	12%	3%	x	x	-3%	x	x	x
O=S(=O)(c1ccc(N2CCN(CCO)CC2)nc1)N1CCCCC1	-1.4%	-17%	-7%	4%	2%	-1%	3%	-3%	2%	-2	-7%
COC(=O)c1ccc(C23CC4(C2)[C@H](CN(CC2CCCCC2)[C@@H]4c2ccccc2)C3c2ccccc2)cc1 (stereo partly drawn)	-0.6%	-3%	-18%	6%	-2%	2%	-11%	-4%	0%	1	2%
Cc1csc2c(=O)sc(NC(=O)c3cccs3)nc12	-1.1%	2%	-14%	0%	7%	-2%	-8%	1%	-6%	-3	-1%
Cc1cc(N2CCN(C)CC2)nc2ccc(NC(=S)N3CCC4(CC3)OCCO4)cc12	-0.2%	0%	1%	-1%	23%	-2%	1%	1%	-7%	-1	17%
COc1ccc(C(=O)N(C)CC(O)c2ccccc2)cc1OC1CCN(C(C)=O)CC1 (stereo not drawn)	-0.1%	u	10%	-1%	6%	2%	0%	-2%	8%	-5	22%
COc1cc(-c2nnc(-c3ccco3)o2)ccc1OCc1ccccc1	-0.5%	22%	55%	x	-16%	-8%	0%	-3%	11%	3	27%
CCOC(=O)C(Cc1c(F)cccc1Cl)c1ccno1 (stereo not drawn)	-1.8%	15%	3%	-13%	0%	-8%	2%	0%	0%	-4	8%
CCCCOC(=O)C1=C(C)Nc2ncnn2C1c1cc(OC)ccc1OC (stereo not drawn)	-0.9%	0%	2%[1.84 µM]	3%	1%	6%	0%	-3%	3%	0	-2%
CCOC(=O)C1CCN(c2nc3c(C)cccn3c(=O)c2/C=C(\C#N)S(=O)(=O)c2ccccc2)CC1	-1.0%	-12%	8%	-5%	10%	7%	2%	-1%	0%	2	-2%
O=C(COC(=O)c1sc2cc(F)ccc2c1Cl)Nc1ncc(Cl)cc1Cl	0.3%	12%	-28%	11%	5%	-19%	1%	1%	-5%	-6	2%
CC(=O)Oc1ccc(-c2cccc(C(=O)NCCCO)c2)cc1	1.3%	11%	-20%	-5%	4%	-4%	1%	-3%	15%	-8	5%
COc1ccc2oc(=Nc3cccc(F)c3)c(C(N)=O)cc2c1	-0.3%	-9%	15%	-12%	-3%	-6%	1%	-3%	2%	10	-1%
COCc1ccc(C(=O)N2CCCC(C(=O)c3ccc(SC)cc3)C2)s1 (stereo not drawn)	0.3%	-1%	-13%	-6%	0%	-6%	-1%	x	-10%	u	-1%
Cc1c(NC(=O)CN2C(=O)NC3(CCC(C)CC3)C2=O)c(=O)n(-c2ccccc2)n1C (stereo not drawn)	0.5%	8%	8%	0%	5%	4%	1%	-1%	1%	-3	1%
O=C(Nc1ccccc1)Oc1ccccc1N1CCOCC1	-0.4%	23%	3%	0%	-1%	9%	-1%	0%	2%	x	1%
O=C(Nc1ccc(N2CCOCC2)cc1)c1ccc(Cl)c(S(=O)(=O)N2CCCC2)c1	0.2%	-47%[inhibitor]	-15%	-20%	7%	18%	2%	2%	-1%	u	-3%
COc1ccc(CSc2nnc3n(C)c(=O)c4c5c(sc4n23)CCCC5)cc1	-0.6%	x	x	x	x	11%	3%	x	2%	-1	6%
O=C(CN1CCc2cc3c(cc2C1)OCCCO3)Nc1c(F)cccc1F	0.1%	10%	1%	-9%	-1%	-3%	2%	-5%	-7%	3	-1%
CCC(C)(C(=O)NC1CCCCC1)N(C(=O)c1ccccn1)c1ccc(C)cc1 (stereo not drawn)	0.0%	-6%	-24%	3%	0%	-8%	1%	-4%	1%	0	-2%
COc1ccc(Br)cc1C(=O)Nc1ccccc1N1CCCC1	x	-40%	-6%	-10%	-2%	x	x	-1%	x	x	x
Cc1c(C(=O)N2CCCC2)oc2c1-c1[nH]ncc1CC2	-0.3%	17%	-15%	4%	4%	5%	1%	-4%	-4%	-1	-4%
CC(C)=CCC/C(C)=C/CNC(=O)CC1C[C@H](C(=O)N2CCOCC2)[C@@]2(C)c3[nH]c4ccccc4c3CCN2C1=O (stereo partly drawn)	-0.8%	-15%	-49%	u	-1%	-2%	2%	0%	-7%	x	0%
Cc1ccc2c(c1)nnn2C1CCN(CC(=O)NCCc2nc3ccccc3[nH]2)CC1	4.3%	-1%	-2%	8%	1%	13%	-1%	-2%	0%	0	-3%
CC(=O)N(c1ccccc1)c1nc(/C=C/C(=O)O)cs1	0.0%	-13%	0%	1%	9%	-3%	-1%	-4%	3%	-2	3%
CSCC(=O)N1CCC(n2nccc2NC(=O)CCCc2ccccc2)CC1	-0.3%	-17%	-14%	1%	-1%	-5%	2%	-2%	u	24	22%
COc1ccc(-c2[nH]ncc2CN2CCCC(C(=O)c3cccc(OC)c3)C2)cc1 (stereo not drawn)	-0.1%	11%	-10%	0%	-3%	-4%	4%	0%	-7%	0	-1%
C[C@@H](C(=O)NCc1ccccn1)[C@H]1C[C@]1(C)[C@H](NC(=O)OCc1ccccc1)c1ccccc1	2.5%	0%	-27%	1%	1%	3%	-4%	x	-4%	-1	0%
CCCCC(CCc1ccccn1)C(=O)c1ccccc1 (stereo not drawn)	x	5%	76%	-2%	4%	x	x	0%	x	x	x
Cc1[nH]c2ccccc2c1C(c1ccccn1)N1CCC(C)CC1 (stereo not drawn)	9.7%	-34%	-16%	8%	1%	4%	0%	-4%	0%	-3	3%
CCCC[C@@H]1C[C@H]1[C@@H](NC(=O)c1ccco1)c1ccc(C(=O)OC)cc1	x	9%	32%	2%	-9%	x	x	2%	x	x	x
COCCNC(=S)N/N=C(\C)c1ccc2cc(OC)ccc2c1	-0.4%	25%	-5%	-15%	-5%	0%	-1%	-5%	-8%	20	5%
Cc1ccc(NC(=O)CC2C(=O)NCCN2C(=S)Nc2ccccc2)c(C)c1 (stereo not drawn)	0.2%	16%	-23%	-5%	0%	0%	3%	-2%	2%	3	-7%
CCCN1C(=O)/C(=c2\s/c(=C3\C=Cc4ccccc4N3CC)c(=O)n2-c2ccccc2)SC1=S	-1.5%	x	x	x	x	2%	5%	x	1%	-2	-1%
CC(C)CC(=O)Nc1cccc(-c2cn3ccsc3n2)c1	0.2%	32%	55%	-1%	2%	-5%	3%	1%	u	-1	29%
